# KOR beta-arrestin-1 = KOR antagonists, beta-arrestin recruitment, cell-based, luminescence, uHTS (AID 1778); KOR beta-arrestin recruitment, luminescence, antagonist mode; higher % means a stronger effect; 290,000 tested, 0.091% active; one-dose inhibition, % at 10 µM; IC50 in µM for titrated hits; in the data active = inhibition above about 50%; also: strong numbers were not always called active
# KOR beta-arrestin-2 = KOR agonists, beta-arrestin recruitment, primary screen, cell-based, luminescence, uHTS (AID 1777); 280,000 tested, 0.02% active; KOR beta-arrestin recruitment, luminescence; higher % means a stronger effect; one-dose activation, % at 10 µM; EC50 in µM for titrated hits; in the data active = activation above about 50%, passing the limit was not always enough; also: a part of the inactive calls stands beside numbers as strong as those of hits
# GPR35 antagonists = inhibition of zaprinast-stimulated GPR35 beta-arrestin translocation – imaging, U2OS, beta-arrestin-GFP, zaprinast agonist, primary screen (AID 2058). U2OS GPR35 beta-arrestin-GFP translocation imaging, zaprinast antagonism; higher % means a stronger effect. inhibition, % at 10 µM, or IC50 in µM where a hit was titrated. 290,000 tested, 0.052% active;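 active = inhibition of at least 50% with at least 30 cells and total cytoplasm GFP at most 10,000,000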
# Dengue-2 NS5 capping = Dengue-2 NS5 methyltransferase inhibitors, primary screen, biochemical, confirmation dose response (AID 588689) | Dengue-2 NS5 methyltransferase capping enzyme assay, biochemical; higher % means a stronger effect | inhibition, % at 25 µM, or IC50 in µM where a hit was titrated | 340,000 tested, 0.3% active; in the data active = a potency from the dose series
# HIV fusion peptide = cell-free HIV fusion peptide-binding blockers – biochemical, uHTS, fluorescence dequenching, primary screen (AID 1986); one-dose inhibition, % at 20 µM; IC50 in µM for titrated hits; cell-free peptide binding, fluorescence dequenching, 30 min; higher % means a stronger effect; 290,000 tested, 0.3% active; in the data active = inhibition mostly above about 52%, no sharp cut-off; inactive = mostly below about 76%; also: some results filed as inactive read as strong as hits
# NOD1 inhibition = NOD1 signaling inhibitors, primary screen, cell-based, luminescence, uHTS (AID 1578); NOD1-driven NF-kB luciferase reporter cells, luminescence; higher % means a stronger effect; 290,000 tested, 1% active; one-dose inhibition, % at 4 µM; EC50 in µM for titrated hits; in the data active = inhibition mostly above about 36%, no sharp cut-off; inactive = mostly below about 34%;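 also: HEK-293T reporter cells stimulated with the NOD1 agonist gamma-tri-DAP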
# West Nile antiviral = West Nile virus antiviral activity, cell-based, CPE readout (AID 1621); West Nile virus-infected cells, CPE inhibition; higher % means a stronger effect; CPE inhibition, % at 10 µM; hits with a dose series show IC50 in µM; 290,000 tested, 0.02% active; in the data active = a potency from the dose series; also: strong numbers were not always called active
# GPR55 activation = selective activators of receptor GPR55 – imaging, U2OS cells, beta-arrestin-GFP redistribution, primary screen (AID 1961); U2OS GPR55 beta-arrestin-GFP redistribution imaging; higher % means a stronger effect; one-dose activation, % at 10 µM; EC50 in µM for titrated hits; 290,000 tested, 0.048% active;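 active = activation above 40% with more than 50 cells counted in the well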;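 also: U2OS osteosarcoma cells stably expressing GPR55 and beta-arrestin-GFP; plate controls were DMSO negative control for no effect and LPI positive control for full effect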
# GPR55 antagonists = inhibition of LPI-stimulated GPR55 beta-arrestin translocation – imaging, U2OS, beta-arrestin-GFP, LPI agonist, primary screen (AID 2013); inhibition, % at 10 µM, or IC50 in µM where a hit was titrated; U2OS GPR55 beta-arrestin-GFP translocation imaging, LPI antagonism; higher % means a stronger effect; 290,000 tested, 0.13% active;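 active = spots per cell inhibited over 60%, with over 100 cells counted and total cytoplasm intensity under 500,000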;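 also: U2OS cells stably carrying GPR55 and arrestin-GFP stimulated by 5 µM LPI near EC80; imaged beta-arrestin-GFP aggregate spots per cell after agonist stimulation; plate controls were LPI-stimulated DMSO wells for no effect and DMSO wells without LPI for full effect; some results filed as inactive read as strong as hits; confirmed hits need IC50 under 10 µM and bright autofluorescent wells are also inconclusive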
# Dengue-2 NS5 capping pilot replicate = further read-out of Dengue-2 NS5 capping, marked with its call; inhibition, %; measured here: pilot screen replicate inhibition
# Numbers without * were called inactive; . = not tested or not shown; [ ] = remark or other dose.
SMILES,KOR beta-arrestin-1,KOR beta-arrestin-2,GPR35 antagonists,Dengue-2 NS5 capping,HIV fusion peptide,NOD1 inhibition,West Nile antiviral,GPR55 activation,GPR55 antagonists,others
COC(=O)c1ccc(CNCC(=O)Nc2ccc(C(=O)OC)cc2)cc1,9%,-2.0%,10%,-5%,-2.6%,31%,0.1%,-0.2%,16%,
O=C(O)c1cc(-c2ccccc2)n(-c2ccccc2C(=O)O)n1,-22%,1.7%,18%,-1%,-3.1%,-27%,0.0%,0.2%,15%,
CCOc1cccc(C(=O)NC(=S)Nc2cccnc2)c1,13%,-0.7%,5%,-4%,1.1%,-22%,1.1%,-0.1%,-2%,
Cc1c(C(=N)C(C#N)C#N)c(=N)oc2c1ccc1ccccc12,16%,3.7%,20%,0%,9.5%,-14%,-0.6%,0.2%,6%,
COc1ccc(N(C)C(=O)Cc2c(C(=O)O)n(C)c3ccccc23)cc1,-6%,0.7%,4%,4%,-0.8%,3%,0.5%,-0.1%,5%,
CCc1cccc(NC(=O)CCCn2c(=O)[nH]c3ccsc3c2=O)c1,-45%,3.3%,-2%,0%,-0.2%,-12%,-0.3%,-0.1%,9%,
CCN(c1ccccc1)S(=O)(=O)c1cc(C(=O)O)ccc1C,-8%,2.5%,11%,10%,12%,0%,-0.2%,0.2%,7%,
O=C1OCC(CO)(CO)N=C1NNc1cc(Cl)ccc1Cl,12%,-4.7%,6%,-10%,-3.2%,-12%,0.0%,1.0%,9%,
O=C(Cn1nc(-c2ccco2)ccc1=O)Nc1cc(C(F)(F)F)ccc1Cl,-13%,-3.6%,6%,9%,1.4%,-27%,-0.2%,-0.1%,12%,
CCOc1cc(C(=S)N2CCN(C)CC2)ccc1OCC(=O)N1CCCC1,-1%,3.9%,5%,2%,2.3%,-24%,-0.3%,-0.1%,11%,
Cc1ccc(CN2C(=O)/C(=C\c3ccc(C(=O)NCc4cccnc4)cc3)Oc3ccccc32)cc1,-17%,-3.8%,-8%,.,-0.4%,-27%,0.1%,-0.2%,16%,
Cc1cc(Nc2ccccc2N2CCOCC2)n2ncnc2n1,-17%,-7.5%,-2%,-4%,2.1%,-38%,0.8%,0.8%,-1%,Dengue-2 NS5 capping pilot replicate=-6.4
CN(C)C(=O)c1cc([N+](=O)[O-])cc([N+](=O)[O-])c1N(C)C,18%,15%,8%,-7%,-2.2%,8%,-0.3%,-0.1%,1%,
COc1ccccc1NC(=O)COC(=O)Cc1cccs1,18%,1.0%,0%,-9%,3.1%,-38%,-0.1%,1.2%,-7%,
Cc1cc(NC(=O)C23CCC(C)(C(=O)O2)C3(C)C)no1 (stereo unspecified),20%,-1.9%,14%,-4%,-1.0%,.,-0.2%,0.2%,14%,
CCOc1ccc(OCCSc2nc3ccccc3o2)cc1,-36%,3.3%,10%,8%,1.1%,-6%,-0.3%,-0.2%,10%,
CCC(Sc1nc2n[nH]c(C)c2c(=N)n1-c1ccc(C)c(Cl)c1)C(=O)N1CCOCC1 (stereo unspecified),-7%,-3.1%,1%,-1%,3.2%,-23%,0.0%,0.3%,0%,
O=C(CSc1oc(-c2ccc(F)cc2)nc1S(=O)(=O)c1ccc(F)cc1)NCC1CCCO1 (stereo unspecified),-15%,-5.0%,-11%,-6%,-1.0%,-19%,3.1%,0.6%,8%,
Cc1ccccc1Nc1ncnc2c1cnn2-c1ccccc1,-3%,0.2%,-11%,-2%,2.3%,-40%,1.3%,-0.1%,-15%,
Cc1cc(-c2ccccc2)nc2cc(C(=O)N(Cc3ccccc3)Cc3ccccc3)nn12,2%,4.1%,6%,1%,0.2%,-12%,1.6%,0.2%,31%,
Cn1c(CN2CCCCC2)nc2cc(NS(=O)(=O)c3ccc(F)cc3)ccc21,-17%,-4.9%,2%,-7%,0.2%,-15%,-0.5%,-0.2%,-21%,
CCN(CC)c1ccc(/C=N/NC(=O)c2cnccn2)cc1,-166%,1.9%,-19%,-10%,0.7%,-18%,-0.4%,-0.3%,-15%,
CCOC(=O)c1nc(S(C)(=O)=O)ncc1N1CCOCC1,28%,1.1%,-3%,-7%,-2.9%,23%,-0.2%,-0.1%,1%,
CCCCCCCCNC(=O)C(CCC(=O)OCc1ccccc1)NC(C)=O (stereo unspecified),-1%,-2.2%,1%,-5%,-1.8%,-7%,-0.7%,0.3%,-2%,
Cc1cccc(C(=O)NCCc2n[nH]c(=S)n2C)c1,2%,1.7%,16%,-9%,-2.5%,18%,0.0%,-0.1%,4%,
Cc1ccc(/C=C/C(=O)NCCc2c[nH]c3ccccc23)o1,0%,-4.1%,-12%,-8%,-0.7%,-49%,-0.6%,-0.2%,2%,
Cc1ccc(C(=O)N2CCN(c3ncccn3)CC2)c(C)c1,-44%,3.0%,12%,5%,-0.5%,-17%,-0.3%,0.2%,5%,
CCOc1cc(CNc2ccccc2)cc(Br)c1OCc1ccc(F)cc1,-31%,6.5%,5%,5%,1.3%,14%,0.3%,-0.1%,5%,
Cc1ccc(C)c(/C=C(\C(=O)O)c2ccc(S(=O)(=O)N3CCCCC3)s2)c1,5%,-3.2%,-8%,-9%,16%,-7%,0.0%,1.4%,10%,
O=C(c1ccc(Br)s1)N1CCN(S(=O)(=O)c2ccccc2)CC1,4%,-3.6%,-8%,1%,1.2%,-4%,-1.5%,0.3%,4%,

# Molecules shown so far containing a thiophene ring, fused or not:
SMILES,KOR beta-arrestin-1,KOR beta-arrestin-2,GPR35 antagonists,Dengue-2 NS5 capping,HIV fusion peptide,NOD1 inhibition,West Nile antiviral,GPR55 activation,GPR55 antagonists,others
CCc1cccc(NC(=O)CCCn2c(=O)[nH]c3ccsc3c2=O)c1,-45%,3.3%,-2%,0%,-0.2%,-12%,-0.3%,-0.1%,9%,
COc1ccccc1NC(=O)COC(=O)Cc1cccs1,18%,1.0%,0%,-9%,3.1%,-38%,-0.1%,1.2%,-7%,
Cc1ccc(C)c(/C=C(\C(=O)O)c2ccc(S(=O)(=O)N3CCCCC3)s2)c1,5%,-3.2%,-8%,-9%,16%,-7%,0.0%,1.4%,10%,
O=C(c1ccc(Br)s1)N1CCN(S(=O)(=O)c2ccccc2)CC1,4%,-3.6%,-8%,1%,1.2%,-4%,-1.5%,0.3%,4%,

# Further records
SMILES,KOR beta-arrestin-1,KOR beta-arrestin-2,GPR35 antagonists,Dengue-2 NS5 capping,HIV fusion peptide,NOD1 inhibition,West Nile antiviral,GPR55 activation,GPR55 antagonists,others
O=C(CSc1nc2ccc([N+](=O)[O-])cc2s1)NC1CCS(=O)(=O)C1 (stereo unspecified),-18%,-1.8%,-2%,-5%,0.0%,17%,0.1%,-0.1%,1%,
O=C1CSc2ccc(S(=O)(=O)NCc3ccccc3Cl)cc2N1,20%,2.0%,5%,0%,-0.3%,-17%,-0.4%,-0.1%,9%,
Cc1ccc(C(C(=O)NC2CCCC2)N(C(=O)c2csnn2)c2cccc(F)c2)o1 (stereo unspecified),-51%,-2.4%,-9%,-5%,2.9%,1%,-0.8%,0.2%,12%,
C/C(=N/OC(=O)c1c(-c2c(F)cccc2Cl)noc1C)c1cnccn1,-10%,-0.2%,2%,-4%,1.1%,-22%,-0.2%,0.6%,-5%,
O=C(N/N=C/c1ccco1)c1cccc(N2Cc3ccccc3C2)c1,-11%,-3.1%,-5%,4%,30%,0%,.,0.7%,16%,
O=C(O)c1cccnc1SC1CC(=O)N(CCc2ccccc2)C1=O (stereo unspecified),-10%,4.9%,10%,-3%,-0.8%,7%,-0.1%,-0.1%,0%,
CC(C)CC1c2[nH]c3ccccc3c2CCN1C(=O)c1cnccn1 (stereo unspecified),-30%,4.7%,3%,.,2.1%,-71%,-1.1%,-0.1%,0%,
Cc1ccc(C(=O)Nc2ccc3c(c2)nc(CCNC(=O)c2ccco2)n3C)cc1,-5%,-3.1%,-1%,-1%,0.0%,-40%,-0.4%,-0.2%,9%,
Cc1ccc(C(=O)OCC(=O)NCc2ccc3c(c2)OCO3)s1,-2%,10%,1%,3%,-0.7%,11%,-0.2%,0.3%,4%,
O=C(Nc1ccc2c(c1)CCC2)c1cnn2c1NC(c1ccco1)CC2C(F)(F)F (stereo unspecified),-38%,3.8%,6%,-31%,2.7%,-20%,0.1%,-0.2%,-8%,
O=C(O)c1cc(N=Cc2c(O)c3ccccc3oc2=O)ccc1O,6%,-4.4%,-2%,12%,25%,-5%,-0.3%,0.0%,1%,
O=C(NCCc1c[nH]c2ccccc12)c1cc(Cl)c2c(c1)OCO2,-26%,3.7%,8%,-1%,4.5%,-93%,0.5%,-0.1%,-6%,
Cc1cccc(N2CCN(Cc3oc(CO)cc(=O)c3O)CC2)c1C,-2%,-0.3%,-7%,-2%,-1.6%,-7%,-0.3%,-0.1%,-13%,
Cn1c(=O)n(Cc2ccccc2Cl)c2ccccc21,10%[20 µM],.,-3%,-6%,0.6%,-21%,-0.4%,-0.1%,12%,
COc1ccc(N(C(=O)c2snc(C(N)=O)c2N)C(C(=O)NCC2CCCO2)c2ccc3ncccc3c2)cc1OC (stereo unspecified),-11%,-1.6%,-2%,6%,-1.3%,-10%,0.1%,0.5%,-11%,
CC(C)COC(=S)Nc1ccccc1,-32%,-1.1%,10%,9%,-2.0%,-8%,0.4%,-0.2%,-22%,
CCC1(C)Cc2ccccc2-c2[nH]c(=S)[nH]c(=O)c21 (stereo unspecified),3%[20 µM],0.3%,7%,.,1.2%,-19%,-0.4%,0.2%,0%,
N/C(COc1ccc(F)cc1)=N\NC(=O)c1cccnc1Oc1ccccc1,-27%,4.9%,2%,-10%,-0.2%,-27%,0.0%,0.3%,-3%,
C/C(=N\Nc1nc2ccccc2nc1C)c1ccccc1O,0%,2.2%,0%,-5%,-3.6%,-7%,-0.3%,0.2%,-3%,
O=C(CCN1C(=O)[C@@H]2Cc3ccccc3CN2C1=O)NCc1ccccc1Cl,22%,1.2%,-2%,3%,1.2%,-15%,-0.5%,-0.1%,10%,
NS(=O)(=O)c1ccc(CCNC(=O)CN2CCN(c3ccc(F)cc3)CC2)cc1,.,-0.3%,3%,-6%,2.9%,18%,-0.6%,0.5%,10%,
CCOc1cc(/C=N/Nc2nc3ccccc3[nH]2)cc(Br)c1OCC(=O)N(C)C,6%,0.4%,-18%,-4%,-2.9%,6%,0.5%,-0.1%,-1%,
O=C1C2C(c3cccc(/C=C/c4ccccc4)c3)CC=CC2C(c2ccc(C(F)(F)F)cc2)N1Cc1ccccc1 (stereo unspecified),0%,-0.1%,-3%,1%,0.2%,1%,0.0%,1.4%,4%,
O=C(NNC(=O)c1csc(-c2cccnc2)n1)c1ccccc1,21%,3.4%,7%,2%,0.4%,-8%,0.3%,-0.2%,-9%,
CS(=O)(=O)N(Cc1ccc(Cl)cc1)c1ccc(C(=O)NCCSc2ccccn2)cc1,2%,12%,7%,-8%,-2.9%,-18%,0.9%,0.2%,1%,
CCCCN1C(=O)/C(=C(/C#N)C(=O)N2CCCC2)c2ccccc21,-15%,-0.7%,-5%,2%,-0.7%,-6%,0.8%,0.0%,4%,

# Some of the compounds tested; the hit share may differ from the screen's.
